From PubChem
Pf Dd2 growth: qHTS Primary assay for Inhibitors of Plasmodium falciparum Dd2 growth in vitro. P. falciparum Dd2 growth, SYBR Green, 72 h. Potency, µM (titrated, usually from 28.9 µM), for inactives: at the highest dose activity, negative = inhibition, hits mostly inhibitors. 4.3% of 120,000 active. AID 1347417, 2020; active = well fitted inhibition curve with a large enough effect; inconclusive = small, poorly fitted or top-dose-only effect; inactive = no such curve, though single readings can be large or run the other way;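 note: plate controls were DMSO vehicle for no effect and reference drug for full effect; nearly all actives have a fitted effect of over 65% in size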
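Readout: SYBR Green fluorescence, 485 nm excitation, 535 nm emission, after ~16 h lysis at 37C. Before that, Dd2-infected red cells (2.5% hematocrit) grew 72 h with compound, 29 uM top final concentration.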
* = called active by the depositor; i = inactive; u = inconclusive; [ ] = dose if it differs, or a comment. Potency is the fitted concentration of half-maximal effect. An excerpt (hit frequency here may not be typical).

SMILES	Pf Dd2 growth
Cn1ccnc1CNC(=O)C[C@@H]1C[C@H]2O[C@H](CN)[C@@H](O)[C@H]2O1	-12%[44.1 µM]
COc1ccccc1C(=O)N1CCCC1c1noc(COc2ccc(F)cc2)n1 (stereo not drawn)	i
O=C(CSCc1ccc(F)cc1)N1CCN(c2ccccc2)CC1	60%[activator]
CCCN(CCC)C(=O)[C@@]12CCCC[C@H]1N(CCC(C)C)C(=O)CC2	10µM*
Cc1cc(C)n(CC(=O)N2CCCn3ccnc3C2c2cnn(C)c2)n1 (stereo not drawn)	12%
Cc1ccccc1Nc1cc(C(=O)NC2CCCC2)c2ccccc2n1	40%[activator]
CN(C(=O)c1ccccc1F)C1CCc2ccccc21 (stereo not drawn)	-19%[44.1 µM]
CC(=O)N1CCC([C@@H]2CN(C3CCN(CC(C)C)CC3)C[C@H]2CO)CC1	u
Cc1ccc(Cl)cc1N1CCN(C(=O)c2cc(S(=O)(=O)N3CCC(C)CC3)cn2C)CC1	u
O=C1NC(C(=O)NCc2cccc(F)c2)Cn2cccc21 (stereo not drawn)	-14%
COc1ccc(-c2nnc(SCC(=O)NCc3ccc(C)cc3)nc2-c2ccc(OC)c(OC)c2)cc1OC	u
C#CCNC(=O)C[C@@H]1O[C@H](CNC(=O)c2ccco2)[C@@H](O)[C@H]1O	26%[44.1 µM]
CN(CC1CCOC1)C(=O)Nc1cc(F)ccc1F (stereo not drawn)	8%[5.79 µM]
COCCCNC(=O)c1ccc(-n2c(-c3ccccc3)cc3c2CCCC3)cc1	u
CO[C@@H]1COCC[C@H]1NC(=O)c1ccc(CSc2ccccn2)cc1	-10%
COc1ccc(C2(C(=O)N3c4ccccc4CC3c3noc(C4CCOCC4)n3)CC2)cc1 (stereo not drawn)	u
c1cc(-c2nnc(C3CNCC34CCOCC4)o2)ccn1 (stereo not drawn)	4%
Cc1noc([C@@H]2CN(Cc3cc(F)ccc3F)C[C@H]2CO)n1	20%
CCN(CC)C(=O)c1sc2c(c1C)c(=O)n(Cc1ccccc1)c(=O)n2Cc1ccccc1C	u
Cc1ccc(C(=O)N2C[C@H](c3nc(-c4cccnc4)no3)[C@@H](C)C2)c(C)c1	i
COCc1cc(C[C@@H]2CC[C@H](O)[C@@H](CN(C(=O)Nc3ccc(OC)cc3)C(=O)Nc3ccc(OC)cc3)O2)no1	-21%
CC(C)Nc1nc2c(-c3cccc(Br)c3)nnn2c2ccccc12	i
CCN(CC)C(CNc1nc(CCN)nc2ccccc12)c1ccco1 (stereo not drawn)	u
COc1ccc(NC(=O)N2CCC3(CC2)CC(N(C(C)=O)C2CC2)CCO3)cc1 (stereo not drawn)	u
CC(C)(C)CC(=O)N1CCC2(CC1)C(=O)N(CC(=O)Nc1ccc(F)cc1)CN2c1ccccc1	u

Laid out differently: results already given.
COc1ccccc1C(=O)N1CCCC1c1noc(COc2ccc(F)cc2)n1 (stereo not drawn)
  Pf Dd2 growth: i
O=C(CSCc1ccc(F)cc1)N1CCN(c2ccccc2)CC1
  Pf Dd2 growth: 60%[activator]
CCCN(CCC)C(=O)[C@@]12CCCC[C@H]1N(CCC(C)C)C(=O)CC2
  Pf Dd2 growth: 10µM*
Cc1cc(C)n(CC(=O)N2CCCn3ccnc3C2c2cnn(C)c2)n1 (stereo not drawn)
  Pf Dd2 growth: 12%

The list continues.
SMILES	Pf Dd2 growth
CC(C)CN(CC1CN(C(=O)COc2ccccc2)CCO1)C(=O)c1ccc(F)cc1 (stereo not drawn)	-6%
CC(C)C(Oc1ccccc1)C(=O)N1CCc2c(ncnc2N(C)C)C1 (stereo not drawn)	-23%
CCN1c2cc(C(=O)Nc3cccc(C(F)(F)F)c3)ccc2C(=O)N2CCCCC21 (stereo not drawn)	-17%
COCCn1ncc(N2CCCC(CC(=O)Nc3cc(OC)cc(OC)c3)C2)cc1=O (stereo not drawn)	i
Cc1ccccc1CN1CCC(CN(Cc2cccnc2)C(=O)Cc2ccccc2)CC1	u
CN(Cc1ccccc1)C(=O)C[C@@H]1O[C@H](CNCc2ccc(F)cc2)[C@@H](O)[C@H]1O	i
COCC1(C(=O)N2CCN(c3nccc(N)n3)CC(O)C2)CC1 (stereo not drawn)	4%
O=C(c1ccncc1)N1CCC(N2C(=O)C(OCC3CC3)C23CCCCC3)CC1 (stereo not drawn)	-13%
O=C(c1cccs1)N1CCC2(CC1)CC(N(Cc1ccc(F)cc1)C1CC1)CCO2 (stereo not drawn)	u
CC(C)c1noc(-c2cccn3c(CNC(=O)Cc4cccc(F)c4)nnc23)n1	i
Cc1cn2nnc(C(=O)Nc3ccc(C)c(C)c3)c2c(=O)[nH]1	u
O=C(NCc1cccc(Cl)c1)C1CCCN(c2ncnc3onc(-c4ccc(F)cc4)c23)C1 (stereo not drawn)	u
COc1ccccc1NC(=O)Cn1c(N2CCc3ccccc3C2)nc(C)cc1=O	-11%
CN(Cc1ccccc1)C(=O)C[C@@H]1O[C@H](CNC(=O)c2ccccc2)[C@@H](O)[C@H]1O	1%[44.1 µM]
CN1C(=O)C2(Cc3ccccc31)CN(C(=O)c1ccc(Cl)cc1)C2	-19%
COc1cccc(-c2cn3c(n2)N(C(=O)C2CCCC2)CCC3)c1	8.9µM*
COc1ccc(NC(=O)CCc2nc3cccnc3n2-c2ccccc2)c(OC)c1	36%[activator]
O=C(NC1C[C@H]2CC[C@@H](C1)N2C(=O)Cc1ccsc1)c1ccncc1 (stereo partly drawn)	-24%
CC(=O)N1CCC2(CC1)CN(C(=O)c1ccc(N)nc1)Cc1ccccc1O2	-1%
Cc1nn(CC(=O)N2CCN(c3ccccc3F)CC2)c(=O)c2cccn12	-1%
COc1ccccc1N1CCN(C(=O)c2ccc3c(c2)N(Cc2ccccc2)C(=O)c2ccccc2S3(=O)=O)CC1	7.1µM*
CC1(C(=O)NCCc2ccc(F)cc2)CCOCC1	58%[activator][44.1 µM]
CCN1c2cc(C(=O)NCc3ccc(OC)cc3OC)ccc2C(=O)N2CCCCCC21 (stereo not drawn)	4.5µM*
COc1cc2nc(Nc3cccc(F)c3)nc(N)c2cc1OC	2.2µM*
COc1cc(Cl)c(NC(=O)c2cc(CN3CCCC3)on2)c(OC)c1	-27%
Going on with the list.
SMILES	Pf Dd2 growth
Cc1ccc(C(=O)NC[C@H]2O[C@@H](CC(=O)N3CCCC3)[C@H](O)[C@@H]2O)cc1	10%[44.1 µM]
CC1CCN(C(=O)CSc2c3c(nc4cc(Cl)ccc24)CCCC3)CC1	-24%
COCCC(=O)N[C@H]1C[C@@H](c2nc(-c3cnccn3)no2)N(C)C1	12%[44.1 µM]
COc1cccc(-n2cc(C(=O)Nc3cc(C)c(Cl)cc3OC)c3ccccc3c2=O)c1	i
O=C(NCc1nnc2n1C(C(=O)NCCc1ccc(Cl)cc1)CC2)c1cccnc1 (stereo not drawn)	4%
O=C(C1CCCC1)N1CCCC(Cc2nc(C3CCOCC3)no2)C1 (stereo not drawn)	10%
Cc1ccc(-n2c(C3CCN(C(=O)c4ccc5cc[nH]c5c4)CC3)n[nH]c2=O)cc1	u
CCOCc1nc(C2CCCN(C(=O)Nc3cccc(F)c3C)C2)no1 (stereo not drawn)	4%
O=C(Nc1sc2c(c1C(=O)Nc1ccc(Cl)cc1)CCCC2)c1cccs1	5%
O=C1CC(c2noc(-c3cccc(F)c3)n2)CN1C1CCCCC1 (stereo not drawn)	20%
CC(=O)Nc1ccc(CN2CC(N3CCc4ccccc43)C2)cc1	-12%
CN(C)C[C@@H]1CN(c2ncccn2)C[C@H]1NC(=O)Cc1cccc(Cl)c1	u
CCn1nc(C)c(CCNC(=O)C2CCC(=O)N(C3CCCC3)C2)c1C (stereo not drawn)	-14%
N#Cc1nccnc1N1CCN(C2CCC3(CCNCC3)CC2)CC1	-18%
COc1ccccc1N1CCN(c2nc3ccc(C)cc3nc2-n2nc(C)cc2C)CC1	u
COCCn1ncc(N2CCCC(CC(=O)Nc3ccc(C)cc3)C2)cc1=O (stereo not drawn)	i
CC(=O)N1CCc2c(sc3c2c(=O)n(Cc2ccccc2)c(=O)n3Cc2ccccc2F)C1	i
CS(=O)(=O)N(Cc1cccnc1)C1CN(C(=O)c2cc3ccccc3[nH]2)C1	u
COCc1nc(CCNC(=O)CCCc2nc(-c3ccc(C)cc3)no2)no1	i
O=C(CC[C@@H]1CNC(=O)[C@@H]2C[C@H](NCc3ccc(F)cc3)CN12)NCc1ccccc1	i
C#CCNC(=O)c1cc(-c2ccccc2OC)c2cnn(C)c2n1	u
CCN(CC)CCNC(=O)c1ccc2c(c1)sc1nc(-c3ccc(F)cc3)cn12	3.2µM*
Cc1cc(C)cc(NC(=O)Cn2cc(C(=O)c3ccccc3)c(=O)c3ccc(C)nc32)c1	1%
Cc1cccc(C)c1NC(=O)c1nc(S(C)(=O)=O)ncc1N(Cc1ccc(F)cc1)Cc1ccco1	-23%
CC1(C)C(=O)N(CCOc2ccccc2)[C@H]2CN(Cc3ccc4c(c3)CCO4)C[C@H]2[S+]1(=O)[O-]	-22%
Going on with the list:
SMILES	Pf Dd2 growth
CC(=O)N1c2ccc(S(=O)(=O)NCCC(=O)Nc3ccc(C)cc3Br)cc2CC1C (stereo not drawn)	-2%
Cc1ccsc1C(=O)C1CCCN(Cc2ccc(OC(C)C)c(CO)c2)C1 (stereo not drawn)	u
CC(=O)N1CCCC(c2[nH]ccc2C(=O)NCc2ccc3c(c2)OCO3)C1 (stereo not drawn)	-26%
COc1ccccc1C(=O)N1CCC(Cc2nc(-c3ccc(F)cc3)no2)CC1	i
Cc1ncsc1CCC(=O)N(C)Cc1csc(-c2ccccc2)n1	-28%
Cc1cc(Nc2cccc(Cl)c2)nc2ccc(NC(=O)Cc3ccc(Cl)cc3)cc12	-24%
O=C(Nc1ccccc1)c1ccc(Cl)c(S(=O)(=O)Nc2ccccc2)c1	i
COc1ccc(CNC(=O)c2cn(-c3cccc(OC)c3)c(=O)c3ccccc23)cc1	u
O=C(c1ccc2c(c1)N(Cc1ccccc1Cl)C(=O)c1ccccc1S2)N1CCCC1	i
COc1ccc(C(=O)N2C[C@@H](Oc3cccnc3)C[C@H]2C(=O)N2CCOCC2)cc1	11%
O=C(Cc1cccc(F)c1)Nc1cccc(-c2nnc3n2CCCC3)c1	u
O=C(NC1CCCC1)c1ccc2c(c1)N(Cc1ccccc1F)C(=O)c1ccccc1S2	i
COc1ccc(NC(=O)c2ccc(NC(=O)CCS(=O)(=O)c3cccs3)cc2)cc1Cl	-29%
Cc1ccc(OCc2cc(=O)n3cc(C)sc3n2)c(NC(=O)c2ccco2)c1	10%
Cc1nc(C)c(C(=O)N2CCCC2c2nc(CCOCC3CC3)no2)s1 (stereo not drawn)	-29%
Cc1ccc(CNC(=O)C(C)n2c(=O)cc(C(F)(F)F)c3c(C)nn(C)c32)cc1 (stereo not drawn)	29%
CCc1ccc(NC(=O)CSc2nc(-c3ccc(C)cc3)nc3c2Cc2c(CO)cnc(C)c2O3)cc1	-27%
Cc1nn(C)cc1CN1C[C@@H]2C(=O)N(Cc3ccc4c(c3)OCO4)C(=O)[C@@H]2C1	-28%
CSc1cccc(Nc2nc3c(S(=O)(=O)c4ccccc4)nnn3c3ccc(Cl)cc23)c1	u
COC(=O)N1CCC(c2nn(-c3ccc(F)cc3)c(=O)[nH]2)CC1	i
Cc1ccc(Cn2c(=O)n(-c3cc(C)cc(C)c3)c(=O)c3oc4ccccc4c32)cc1	i
CCOc1ccc(NC(=O)Cn2cc(C(=O)c3ccc(F)cc3)c(=O)c3cc4c(cc32)OCCO4)cc1	9%
Cc1noc(C2CC3(CCN(C(=O)COc4ccc(F)cc4)CC3)CN2C)n1 (stereo not drawn)	-6%
CCOC(=O)c1ccc(Nc2ncnc3c2cnn3-c2cccc(Cl)c2)cc1	i
COc1cccc(N2CCN(C(=O)c3ccc4nc(N5CCC(C)CC5)sc4c3)CC2)c1	u

Fetched by structure from above, three records:
SMILES	Pf Dd2 growth
COc1ccc(CNC(=O)c2cn(-c3cccc(OC)c3)c(=O)c3ccccc23)cc1	u
O=C(c1ccc2c(c1)N(Cc1ccccc1Cl)C(=O)c1ccccc1S2)N1CCCC1	i
CC(=O)N1c2ccc(S(=O)(=O)NCCC(=O)Nc3ccc(C)cc3Br)cc2CC1C (stereo not drawn)	-2%

Exported field by field: 3 of the compounds above.
O=C(Nc1ccccc1)c1ccc(Cl)c(S(=O)(=O)Nc2ccccc2)c1
  Pf Dd2 growth: i
COc1ccc(CNC(=O)c2cn(-c3cccc(OC)c3)c(=O)c3ccccc23)cc1
  Pf Dd2 growth: u
O=C(c1ccc2c(c1)N(Cc1ccccc1Cl)C(=O)c1ccccc1S2)N1CCCC1
  Pf Dd2 growth: i

(cont.)
SMILES	Pf Dd2 growth
O=C(c1cc(CC2(NCc3ccccc3F)COC2)no1)N1CCCCC1	i
COc1cccc(NC(=O)NC[C@H]2O[C@@H](CO)[C@@H](O)[C@H]2N(C)CCc2ccccc2)c1	-9%
Cc1noc(C)c1CO[C@H]1CCOC[C@H]1NC(=O)CCCc1cn[nH]c1	-14%
O=C(c1cc(C2CC2)nc2onc(C3CCNCC3)c12)N1CCC(F)CC1	-6%
CCc1nc2c(c(-c3ccc(Cl)cc3)n1)CN([S+](=O)([O-])c1ccc(C)cc1)CC2	i
O=[S+]1([O-])NCC2(CCN(CC3CC3)C2)Nc2ccccc21 (stereo not drawn)	i
COC(=O)c1ccccc1NC(=O)c1cc2c(s1)-c1ccccc1OC2	19%
COC(=O)c1c(NC(=O)CS(=O)(=O)c2ccc(C)cc2)sc2c1CCCCC2	1%
O=C(NCCCN1CCN(c2cccc(Cl)c2)CC1)c1sc2ncccc2c1-n1cccc1	u
